PLCg1 inh: PLC-gamma1 (human) inhibition, primary screen. P19174. purified PLC-gamma1, fluorogenic substrate, fluorescence. inhibition, % at 12.2 µM. 370,000 tested, 0.84% active. AID 720700; in the data active = inhibition above about 9.5%
proKLK7 act: activates the human kallikrein-7 zymogen. P49862. purified proKLK7, EDANS-DABCYL substrate fluorescence; 100% is mature enzyme control, 0% vehicle. activation, % at 7 µM. 370,000 tested, 0.9% active. AID 652039;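 active = activation above the mean of all tested compounds plus 3 SD, computed per campaign excluding outliers beyond control limits, cut at about 13% in these data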
sPLA2-III inh: Inhibits HGIII-sPLA2 liposome hydrolysis, primary screen. inhibition, % at 12.2 µM. QFRET BODIPY PC-A2 liposome hydrolysis, fluorescence. 370,000 tested, 0.56% active. Q9NZ20;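 active = inhibition above mean plus 3 SD of compounds lying within the high and low control bounds, cut at about 19% in these data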;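 also: 0% = median of test compound wells and 100% = no enzyme DMSO wells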
DDE Tn6 FP inh: inhibitors of Tn6 peptide binding to human fibrin DD(E) | P02675 | Fibrin DD(E) TRITC-Tn6 fluorescence polarization displacement | inhibition, % at 8.3 µM | 370,000 tested, 0.21% active | AID 720509;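 active = inhibition above a per-campaign cutoff: mean of compounds within control limits plus 3 SD, cut at about 15% in these data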;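 also: 0% = median of all compound wells on the plate and 100% = blocking peptide control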
ASAP1 inh: blocks human ASAP1-stimulated Arf1 GTP hydrolysis; AID 624377; inhibition, % at 16.5 µM; 360,000 tested, 0.19% active; Q9ULH1; GDP FP detection; in the data active = inhibition above about 25%;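 also: 0% = vehicle with enzyme and substrate and 100% = no enzyme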
UHRF1 MBD2 ctr: blocks human UHRF1 binding to methylated DNA; Q96T88; AID 687016; UHRF1 binding to methylated oligo, TR-FRET; 370,000 tested, 0.75% active; inhibition, % at 4.4 µM; in the data active = inhibition above about 21%;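 also: UHRF1 SRA domain binding a hemimethylated CpG hairpin DNA probe; 0% = median of test compound wells and 100% = reference inhibitor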
DDE Tn7 FP inh: inhibitors of Tn7 peptide binding to human fibrin DD(E). P02675. FP displacement of FITC-Tn7 peptide from fibrin DD(E); 0% = median of compound wells per plate. inhibition, % at 8.3 µM. 370,000 tested, 0.13% active;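 active = inhibition above the mean of compounds falling within the control limits plus 3 SD of them, cut at about 14% in these data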;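 also: 0% = plate median of compound wells and 100% = 10 µM Aha-Tn7 peptide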
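System: human fibrin DD(E); quantity: Fibrin-DD(E) at 2 µM final; also added: fluorescent Tn7 probe at 0.1 µM; compound dosing: single nominal test concentration of 8.3 µM per compound; schedule: 10 min preincubation, 3 h with tracer, room temperature; detection: fluorescence polarization of the labelled Tn7 tracer; repeats: one replicate per compound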
PLCb3 inh: inhibitors of human phospholipase C beta3; Q01970; 370,000 tested, 0.18% active; inhibition, % at 12.2 µM; Purified PLC-beta3, fluorogenic substrate, fluorescence; in the data active = inhibition above about 11%;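 also: 0% = median of compound wells on plate and 100% = full blocker control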
Target sequence (Q01970 whole entry, looked up): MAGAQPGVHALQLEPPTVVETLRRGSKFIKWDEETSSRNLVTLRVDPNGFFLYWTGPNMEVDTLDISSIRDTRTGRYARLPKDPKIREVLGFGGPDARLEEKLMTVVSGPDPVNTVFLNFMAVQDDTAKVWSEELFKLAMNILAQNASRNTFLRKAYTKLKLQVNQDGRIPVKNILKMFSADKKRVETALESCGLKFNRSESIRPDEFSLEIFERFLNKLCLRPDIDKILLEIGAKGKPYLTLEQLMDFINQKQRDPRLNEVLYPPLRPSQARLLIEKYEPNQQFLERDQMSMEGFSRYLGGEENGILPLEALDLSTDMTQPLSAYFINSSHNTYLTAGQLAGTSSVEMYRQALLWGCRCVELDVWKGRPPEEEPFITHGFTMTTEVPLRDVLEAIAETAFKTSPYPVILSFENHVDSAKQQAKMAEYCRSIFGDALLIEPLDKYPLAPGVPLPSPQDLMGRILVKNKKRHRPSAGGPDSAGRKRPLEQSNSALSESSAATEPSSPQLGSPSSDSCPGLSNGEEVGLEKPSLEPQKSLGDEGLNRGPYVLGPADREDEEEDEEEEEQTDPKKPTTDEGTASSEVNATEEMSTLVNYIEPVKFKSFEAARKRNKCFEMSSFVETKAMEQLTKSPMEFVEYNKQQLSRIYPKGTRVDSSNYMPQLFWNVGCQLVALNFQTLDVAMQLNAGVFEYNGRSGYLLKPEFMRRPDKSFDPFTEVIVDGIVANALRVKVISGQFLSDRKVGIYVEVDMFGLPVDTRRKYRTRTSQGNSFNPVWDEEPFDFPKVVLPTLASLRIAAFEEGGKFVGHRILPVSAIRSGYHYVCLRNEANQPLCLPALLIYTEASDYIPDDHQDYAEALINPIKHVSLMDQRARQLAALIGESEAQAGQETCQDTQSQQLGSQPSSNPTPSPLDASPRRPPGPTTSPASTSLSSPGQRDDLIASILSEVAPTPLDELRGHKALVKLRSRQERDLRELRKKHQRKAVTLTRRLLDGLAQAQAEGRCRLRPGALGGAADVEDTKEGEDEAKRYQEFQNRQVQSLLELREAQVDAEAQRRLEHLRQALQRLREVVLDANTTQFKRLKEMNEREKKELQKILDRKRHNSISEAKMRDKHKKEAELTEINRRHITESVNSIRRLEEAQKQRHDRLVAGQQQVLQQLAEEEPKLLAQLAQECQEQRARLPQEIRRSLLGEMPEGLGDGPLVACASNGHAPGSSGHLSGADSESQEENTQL
ARFGAP1 inhibitor: rat ARFGAP1 inhibition; Q62848; Arfgap1-stimulated ARF1 GTP hydrolysis, GDP FP detection; inhibition, % at 16.5 µM; 360,000 tested, 0.26% active; AID 651572;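 active = inhibition above a per-plate limit, mean inhibition of low control wells plus 3 SD, cut at about 25% in these data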;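 also: 0% = DMSO wells with enzyme and 100% = wells lacking Arfgap1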
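Assay system: purified rat His6-Arfgap1 residues 1-136 (GAP domain); Reagent: human Δ17 ARF1 bound to GTP; Dosing: 16.5 µM single point, 1.26% DMSO; Times: GTP hydrolysis reaction 2 h at 25 °C; Signal: FP, GDP Alexa 633 tracer displaced from anti-GDP antibody, 620/688 nm; Measure: % inhibition from polarization.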
Rev-erbA mod: modulates human Rev-erb alpha binding to DNA; P20393; Rev-erbα–FITC-DNA binding, fluorescence polarization, 90 min; activity, % at 10 µM; 370,000 tested, 0.79% active;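 active = activity above about 14%, limit read from the data; passing the limit was not always enough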;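 also: 0% = DMSO wells with 35 nM protein and 100% = DMSO wells with 750 nM protein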
* hit, by the source's call. Compounds as they come. About 4.5% of those tested had a hit in this group.

mol | PLCg1 inh | proKLK7 act | sPLA2-III inh | DDE Tn6 FP inh | ASAP1 inh | UHRF1 MBD2 ctr | DDE Tn7 FP inh | PLCb3 inh | ARFGAP1 inhibitor | Rev-erbA mod
Cc1c(C(=O)NC2CC(C)(C)NC(C)(C)C2)oc2c(Cl)cccc12 | 0.1 | -0.1 | 3.1 | 0.0 | -7.4 | 1.0 | 7.3 | -0.9 | -5.3 | 1.1
NCCCC[C@H]1CN=C(N)N1CCC12CC3CC(CC(C3)C1)C2 | 2.1 | -0.2 | -2.6 | 8.2 | -3.6 | -2.5 | -4.8 | 1.7 | 4.0 | -1.4
O=C(CCc1ccc(S(=O)(=O)N2CCOCC2)cc1)NN=C1CCCCCCC1 | 0.2 | -0.2 | 6.7 | -3.1 | -15.1 | 0.8 | 4.1 | -2.3 | 10.4 | -1.7
O=C(Nc1ccccn1)c1ccc2c(c1)OCCO2 | -0.2 | -0.4 | 1.4 | 8.2 | 3.3 | -2.6 | -4.0 | 2.9 | -7.5 | 2.2
Cc1occc1-c1nnc(SCC(=O)N2CCOCC2)n1CC(C)C | -0.4 | 0.1 | 1.7 | 2.3 | 8.2 | 1.7 | 2.5 | 1.1 | 3.2 | -3.6
O=c1cc(O)c2sc(Nc3cccc(C(F)(F)F)c3)nc2[nH]1 | -5.1 | 0.0 | 3.9 | -0.2 | 2.1 | -1.7 | 1.4 | -4.5 | -5.5 | -5.8
C=CCn1c(SCC(=O)Nc2sccc2C(N)=O)nc2ccccc2c1=O | 2.3 | 0.4 | -16.9 | 2.4 | 13.0 | -1.2 | -1.1 | 3.2 | -11.2 | 4.4
COc1ccccc1CCNC(=O)c1nc(-c2cccs2)no1 | 0.8 | 0.0 | -1.3 | 0.3 | 13.6 | -0.8 | 11.0 | -1.8 | -9.1 | 0.1
CC(C(O)c1cc(=O)c(OCc2ccccc2)co1)[N+](=O)[O-] (stereo unspecified) | -1.8 | -0.6 | -2.5 | 6.2 | 9.7 | -1.5 | -4.4 | -7.8 | 8.2 | -1.2
CSc1nc(S(=O)(=O)c2ccc(C)cc2)c(N2CCOCC2)s1 | 1.4 | 0.1 | 2.2 | -7.3 | -1.8 | 2.4 | -5.1 | 2.1 | 3.4 | 13.3
c1csc(-n2nc3ccccc3n2)c1 | 5.0 | 0.6 | -0.9 | 2.2 | 12.0 | -3.7 | -3.7 | -1.5 | -4.7 | -0.1
COC(=O)c1sccc1NC(=O)Cc1ccc(Br)cc1 | -1.1 | -0.1 | -1.2 | -6.6 | -3.8 | -0.5 | -2.3 | -4.0 | 1.0 | 6.6
CCOC(=O)N1CCN(Cc2nc3c(c(=O)n(C)c(=O)n3C)n2Cc2ccc(F)cc2)CC1 | -0.5 | 0.6 | -5.7 | -5.7 | -7.0 | -1.1 | 7.8 | -1.5 | -7.1 | 4.3
CCc1nc(N2CCN(C(=O)c3ccco3)CC2)c2c3c(sc2n1)CCCC3 | -24.0 | 2.2 | -0.7 | -5.5 | -21.7 | -1.1 | 1.9 | -26.1 | 8.8 | -0.7
CCOc1c2ccccc2nn1CCO | 0.8 | -0.2 | 4.6 | 2.8 | -3.8 | 3.0 | -2.0 | -3.0 | 3.2 | -0.7
Cc1cc(Nc2ccc(Cl)cc2)n(-c2ccccc2)n1 | 1.4 | -0.2 | 0.2 | 0.9 | -5.2 | 1.0 | -5.7 | 2.6 | 3.1 | 0.6
O=C(COC(=O)c1cc2c(s1)CCC2)Nc1ccc(F)cc1 | -22.3 | -0.1 | -5.0 | -2.7 | -15.5 | 27.5* | 6.3 | -35.8 | -0.2 | -13.9
CC1(C(=O)O)CCC(C(=O)Nc2ccc(Cl)c(Cl)c2)C1(C)C (stereo unspecified) | 0.0 | -0.3 | 0.8 | -0.6 | 0.3 | -0.9 | -3.6 | -5.3 | -8.8 | -4.3
Cc1cc(NC(=O)c2ccccc2F)nc2c1c(=O)oc1ccccc12 | -1.6 | -0.6 | 6.2 | 0.5 | 9.8 | 22.4* | -6.3 | -2.5 | 4.5 | 31.8*
Cc1ccc(OCC(O)CNS(=O)(=O)c2ccccc2C(=O)N2CCCCC2)cc1 (stereo unspecified) | -2.3 | -0.4 | -5.8 | -4.7 | -4.8 | 1.0 | 2.9 | -0.5 | -3.9 | 6.6
CC(C)COP(=O)(c1ccc(N(C)C)cc1)C(O)c1ccc(N(C)C)cc1 (stereo unspecified) | -0.5 | -0.4 | 3.6 | 0.8 | -13.1 | 2.3 | 1.0 | -5.7 | -2.1 | -6.3
O=C(COC(=O)CCc1ccc(S(=O)(=O)N2CCOCC2)cc1)NC1CCCC1 | -1.6 | -0.4 | 14.6 | 2.4 | -1.8 | 4.4 | -0.4 | -1.4 | -2.6 | 1.8
CN(C)CCN(C)Cc1ccccc1Sc1cccc2ccccc12 | 3.2 | -0.1 | -17.6 | 5.8 | -1.0 | -0.4 | -13.6 | 1.6 | 2.3 | 2.3
Cc1cc(Cl)ccc1OCC(=O)N/N=C/c1ccncc1 | -1.7 | 0.0 | -1.8 | -5.7 | 12.7 | 1.6 | 8.7 | -6.6 | -5.8 | 6.7
COc1ccc(CCn2c(=S)[nH]c3ccc(N4CCOCC4)cc3c2=O)cc1OC | -141.2 | -3.3 | -0.1 | 1.1 | 12.0 | 4.3 | 0.3 | -213.7 | 3.9 | -1.8
Cc1cc(C(C)(C)C)cc(C)c1C[n+]1ccc2ccccc2c1 | 2.5 | 0.1 | 0.2 | -2.5 | -2.9 | -1.3 | -2.1 | -5.2 | 5.2 | -0.7
O=C(Cc1n[nH]c(=O)[nH]c1=O)N/N=C/c1cccc(Cl)c1 | 0.2 | 0.9 | 1.7 | 1.3 | -6.5 | 2.3 | 1.9 | -4.0 | -5.0 | -6.7
O=C(CNS(=O)(=O)c1ccccc1)NCc1ccco1 | -1.8 | 0.1 | 4.9 | 5.0 | 9.0 | -0.7 | 11.6 | -6.5 | -5.6 | -5.0
COC(=O)c1cn(C(=O)c2cccc(Br)c2)c2ccccc12 | 8.1 | 0.1 | 15.8 | -1.3 | -8.2 | 4.4 | -4.6 | -4.9 | 11.1 | 4.3
COc1ccc(NC(=O)C(C)N2c3cccc4cccc(c34)S2(=O)=O)cc1OC (stereo unspecified) | -13.9 | 0.0 | -10.7 | -5.1 | 13.2 | 16.4 | 2.4 | -20.9 | -6.0 | 1.0
Cc1ccc(-n2cc(CN3CCN(Cc4nccn4C)CC3)c(-c3cccc(C)c3)n2)cc1 | -0.9 | -0.3 | -5.0 | 5.4 | -0.1 | -2.6 | 10.6 | -8.8 | 3.4 | 0.8
COc1cc(N2C(=O)NC3CC2(C)Oc2ccccc23)cc(OC)c1OC (stereo unspecified) | 0.2 | 0.1 | 3.9 | 3.3 | 6.9 | 5.0 | 1.7 | -3.8 | 15.3 | 1.1
O=C(CC[C@H]1O[C@@H](n2cnc3c(NC(=O)c4ccccc4)ncnc32)[C@H](O)[C@@H]1O)NCc1ccc(OC(F)(F)F)cc1 | 0.8 | 0.1 | -6.8 | 0.9 | 13.0 | -0.7 | 0.9 | -1.8 | -3.4 | -2.4
Cc1ccc(NS(=O)(=O)c2cccc(C(=O)N/N=C/c3c(C)nn(-c4ccccc4)c3N3CCCC3)c2)c(C)c1 | -83.0 | -10.8 | -14.0 | 2.9 | 1.8 | -1.7 | -2.0 | -78.9 | 1.3 | 3.3
NC(=O)c1ccccc1NC(=O)CSc1cn[nH]n1 | 2.0 | 0.0 | -1.6 | 4.1 | -0.7 | 0.7 | -1.5 | -1.9 | 7.5 | 8.6
CC(C)C[C@@H](CO)N1CCN(Cc2ccc(Br)cc2)CCC1=O | 1.6 | 0.2 | -4.7 | -0.2 | -3.2 | -3.1 | -4.0 | 0.6 | -1.6 | 1.3
O=C(CN1C(=O)NC2(CCCCCC2)C1=O)N1CCN(c2ccc(F)cc2)CC1 | -2.6 | 0.2 | 1.4 | 2.4 | 3.0 | 0.2 | 7.8 | -5.2 | 7.6 | -2.2
COc1ccc(-c2ccc(NS(=O)(=O)c3ccc([N+](=O)[O-])cc3)cc2)nn1 | 5.1 | 0.4 | -7.3 | 0.0 | 4.8 | 0.9 | -1.2 | -0.6 | 7.2 | 0.4
CCN(CC)S(=O)(=O)c1cccc(C(=O)Nc2cc3oc4ccccc4c3cc2OC)c1 | -5.1 | -0.3 | 14.1 | -2.2 | 0.1 | 4.9 | 4.6 | -4.9 | -1.5 | 3.3
Cc1ccc(NC(=O)Cn2sc3nc(C)cc(C)c3c2=O)c(Cl)c1 | 13.2* | -0.4 | 11.4 | 0.8 | -3.2 | 5.9 | 0.8 | -0.9 | 2.3 | -6.0
O=C(COc1ccccc1)N1CCN(c2nnc(-c3ccccc3)c3ccccc23)CC1 | -2.6 | -0.4 | -9.3 | -3.1 | -10.8 | -2.7 | -1.9 | 1.0 | 3.8 | -4.8
COc1nc(N/N=C/c2ccc(-c3ccccc3[N+](=O)[O-])o2)nc(N2CCOCC2)n1 | -8.6 | -0.7 | 5.7 | -3.6 | -8.9 | 14.1 | -2.8 | -9.7 | -8.9 | 6.6
CC(C)N1C(=O)S/C(=C/c2cccnc2)C1=O | 2.1 | 0.1 | -0.2 | 3.1 | -2.7 | -2.9 | 1.2 | 2.6 | 12.1 | 8.8
COc1ccc(CN2C(=O)C(CC(=O)NCc3cccs3)CC(C(=O)N(C)C)=C2C)cc1 (stereo unspecified) | 1.4 | -0.1 | 3.8 | 1.9 | 10.9 | -0.6 | 8.6 | 2.3 | -4.3 | 9.0
CC(OC(=O)c1ccc2ncsc2c1)C(=O)N1CCCC1 (stereo unspecified) | -4.5 | 0.3 | 1.8 | 5.4 | 1.9 | 1.8 | -0.4 | -7.5 | 2.3 | -1.9
COc1ccc(OC)c(CCNC(=O)Cn2ccc3cc(S(=O)(=O)N4CCCC4)ccc32)c1 | 0.4 | 0.6 | -7.8 | -7.3 | -6.5 | -1.9 | 1.1 | -3.5 | -3.3 | 0.6
COC(=O)[C@@H]1CCCN1Cc1nc(Cc2ccccc2F)no1 | 1.6 | 0.7 | 2.3 | 6.1 | -1.3 | 0.9 | 2.0 | 1.6 | -6.8 | -4.6

As a short view, some entries already given.
mol | PLCg1 inh | proKLK7 act | sPLA2-III inh | DDE Tn6 FP inh | ASAP1 inh | UHRF1 MBD2 ctr | DDE Tn7 FP inh | PLCb3 inh | ARFGAP1 inhibitor | Rev-erbA mod
Cc1c(C(=O)NC2CC(C)(C)NC(C)(C)C2)oc2c(Cl)cccc12 | 0.1 | -0.1 | 3.1 | 0.0 | -7.4 | 1.0 | 7.3 | -0.9 | -5.3 | 1.1
NCCCC[C@H]1CN=C(N)N1CCC12CC3CC(CC(C3)C1)C2 | 2.1 | -0.2 | -2.6 | 8.2 | -3.6 | -2.5 | -4.8 | 1.7 | 4.0 | -1.4

Screens from PubChem.
